# From PubChem
# NPY Y1 blocker: NPY-Y1 (human) receptor antagonism; P25929; HEK293-CNG Y1 cells, membrane potential fluorescence; NPY at EC95, then isoproterenol; inhibition, % at 3.6 µM; 200,000 compounds, 1% hits; AID 1040;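 active means inhibition above the campaign mean inhibition of all tested compounds plus 3 SD, cut at about 20% in these data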;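 further: 0% = DMSO wells given NPY plus isoproterenol and 100% = isoproterenol alone without NPY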
#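 System: HEK293 cells with Y1 receptor plus CNG channel / Probe or stimulus: NPY 25 nM then isoproterenol 1 µM plus Ro 20-1724 25 µM / Compound: one concentration, 3.6 µM, in 0.4% DMSO / Schedule: compound incubation 1 h at room temperature, readout 45 min post-stimulation / Measured by: membrane potential fluorescence / Read-out: % inhibition of NPY effect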
# NCF1 inh: blocks human p47phox regulatory protein of NADPH oxidases. AID 1274. inhibition, % at 24.7 µM. P14598. 220,000 compounds, 0.53% hits. p47phox/p22phox peptide binding, fluorescence polarization, 2 h;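 active means inhibition above about 30%, limit read from the data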;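 further: 0% = p47phox with labelled peptide and 100% = labelled peptide alone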
# Target sequence (P14598 whole entry, looked up): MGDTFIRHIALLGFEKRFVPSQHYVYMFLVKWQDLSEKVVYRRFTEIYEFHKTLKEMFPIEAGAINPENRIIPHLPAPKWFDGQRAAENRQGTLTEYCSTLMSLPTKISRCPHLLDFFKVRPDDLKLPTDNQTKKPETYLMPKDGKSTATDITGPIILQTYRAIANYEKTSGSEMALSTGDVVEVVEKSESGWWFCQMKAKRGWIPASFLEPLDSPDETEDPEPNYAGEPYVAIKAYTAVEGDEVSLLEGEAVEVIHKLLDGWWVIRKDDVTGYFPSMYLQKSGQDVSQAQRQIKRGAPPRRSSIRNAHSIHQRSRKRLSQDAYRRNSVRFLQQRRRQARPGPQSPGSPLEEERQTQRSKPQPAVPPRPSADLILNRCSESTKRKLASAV
# NPY-Y1 PAM-ag: human NPY-Y1 potentiation or agonism, primary screen | P25929 | NPY-Y1 expressing cells, potentiator/agonist activation | activation, % at 3.6 µM | 220,000 compounds, 0.37% hits | AID 1304; in the data active means activation above about 33%, passing the limit was not always enough;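 further: cells stimulated with NPY at EC10 then isoproterenol at EC100; 0% = low agonist plus stimulus and 100% = saturating agonist plus stimulus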
# NPY-Y2 PAM-ag: potentiates or activates human NPY-Y2 receptor | P49146 | cells expressing NPY-Y2, potentiator/agonist read-out | activation, % at 3.6 µM | 220,000 compounds, 0.45% hits; in the data active means activation above about 27%;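 further: cells stimulated with NPY near EC25 plus isoproterenol at EC100; 0% = vehicle plus submaximal agonist and 100% = vehicle plus saturating agonist; some results beyond the cut were filed as inactive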
# Target sequence (P49146 whole entry, looked up): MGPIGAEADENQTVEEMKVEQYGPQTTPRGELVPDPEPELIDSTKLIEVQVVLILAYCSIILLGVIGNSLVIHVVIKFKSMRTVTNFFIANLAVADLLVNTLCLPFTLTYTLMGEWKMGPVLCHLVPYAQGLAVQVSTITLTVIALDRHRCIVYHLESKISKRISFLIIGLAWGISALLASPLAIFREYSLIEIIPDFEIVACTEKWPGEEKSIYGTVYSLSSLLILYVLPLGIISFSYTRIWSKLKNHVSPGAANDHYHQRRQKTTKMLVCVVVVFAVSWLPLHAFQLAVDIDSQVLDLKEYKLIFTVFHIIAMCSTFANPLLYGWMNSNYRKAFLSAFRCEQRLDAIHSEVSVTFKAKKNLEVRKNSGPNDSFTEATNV
# S1P4 agonist: human S1P4 receptor agonism; S1P4-expressing cell line, agonist reporter assay; activation, % at 4.98 µM; 220,000 compounds, 0.35% hits; AID 1509; in the data active means activation above about 11%;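 further: 0% = DMSO vehicle and 100% = reference agonist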
# CHOP inhibitor: blocks CHOP induction under ER stress; AID 2732; 220,000 compounds, 3.8% hits; inhibition, % at 10 µM; CHO-K1 CHOP-promoter luciferase, tunicamycin-induced, 15-18 h;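 active means compounds that reduced the stress-induced luciferase reporter signal by more than about 70% of percent inhibition, limit read from the data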;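 further: 0% = tunicamycin plus vehicle and 100% = wells without tunicamycin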
# S1P4 antagonist: antagonists of human S1P4 receptor | O95977 | 220,000 compounds, 0.26% hits | S1P4-expressing cells, antagonist mode, reporter read-out | inhibition, % at 4.98 µM | AID 1510; in the data active means inhibition above about 29%;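 further: 0% = wells stimulated with agonist and 100% = vehicle wells without agonist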
# Ba/F3 V617F tox: lowers viability of Ba/F3 cells expressing EpoR and JAK2V617F. ATP luminescence. inhibition, % at 5.6 µM. 220,000 compounds, 1.1% hits. AID 1446;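 active means inhibition above the campaign mean plus 3 SD over all tested compounds, cut at about 24% in these data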;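 further: cytokine-independent growth of Ba/F3 cells driven by EpoR plus mutant JAK2; 0% = DMSO-treated cells and 100% = JAK inhibitor I control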
# BaF3 parental: parental Ba/F3 viability inhibition as JAK2V617F counter-screen; CellTiter-Glo ATP luminescence; inhibition, % at 5.6 µM; 220,000 compounds, 1.1% hits;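 active means inhibition above a per-campaign cutoff, the mean inhibition of all tested compounds plus 3 SD, cut at about 27% in these data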;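 further: 0% = DMSO wells and 100% = JAK Inhibitor I control wells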
# * = called active by the depositor; . = no result given; + = active, no number; & = joins results of further samples.
molecule	BaF3 parental	NPY Y1 blocker	S1P4 antagonist	NPY-Y2 PAM-ag	NPY-Y1 PAM-ag	NCF1 inh	CHOP inhibitor	Ba/F3 V617F tox	S1P4 agonist
O=C(Nc1ccc(N2CCN(C(=O)c3ccco3)CC2)cc1)c1ccccc1	1.8	-4.7	-21.2	8.4	1.7	2.2	-7.3	-2.7	-2.7
Cc1ccc(C(=O)Oc2ccc(-c3nccc(-c4ccccn4)n3)cc2)cc1	4.4	2.9	-13.7	3.2	3.3	11.3	-7.4	-2.4	-0.4
CN1CCN(NC(=O)c2ccc(Cl)s2)CC1	4.6	4.2	-9.9	4.4	21.8	-1.0	1.9	0.2	-0.2
N#Cc1c(N)nc2c3c(sc(=N)c2c1N)NC(=O)CC3c1ccccc1 (stereo not given)	1.4	22.6*	4.5	-18.9	-30.0	-50.7	11.3	1.1	-0.3
C=CCCC(=O)Nc1nc(C)c(-c2csc(Nc3ccccc3OC)n2)s1	4.2	-1.5	-37.4	11.1	15.4	-20.4	55.0	0.6	0.7
O=C(NCc1nc2ccccc2[nH]1)C1=C[C@H](c2ccc3c(c2)OCO3)C[C@H](OCc2ccc(CO)cc2)O1	2.4	6.8	-2.6	-20.7	-13.9	-4.8	59.5	-4.0	-0.1
Cc1cccc(NC(=O)Cc2nnc(NC(=O)Nc3ccccc3F)s2)c1	6.5	9.3	-11.6	-1.0	12.8	-0.1	57.0	-0.7	-0.9
COc1ccc(C(NC(=O)c2cccnc2)c2cc(Cl)c3cccnc3c2O)cc1OC (stereo not given)	4.7	5.2	17.4	3.2	-11.5	-5.4	58.3	0.6	-2.6
Cc1ccc(Oc2c(C)nc(-c3ccccc3)[nH]c2=O)cc1	-2.2	.	-0.3	-3.4	8.6	-2.7	9.2	5.4	0.1
Cc1cc(C(=O)Nc2ccccc2)oc(=O)c1	4.8	.	-3.7	-2.2	5.2	-2.2	8.8	-3.2	0.4
Cc1onc(-c2ccccc2Cl)c1C(=O)NCCN1CCOCC1	2.7	-0.4	-5.2	13.3	12.3	-5.1	36.1	-3.7	-2.3
COc1cc(NC(=O)Nc2ccc3c(c2)OCO3)cc(OC)c1OC	5.8	1.2	-10.2	-5.7	6.7	-18.0	-8.0	2.5	1.2
CC(=O)Nc1c(C)ccc2nsnc12	-0.2	1.6	-14.8	-16.9	-13.5	-5.4	0.2	4.0	0.3
CCc1nnc(NC(=O)c2ccc(S(=O)(=O)N(CC)Cc3ccccc3)cc2)o1	6.4	8.4	-4.4	6.7	-17.2	-7.5	.	0.5	-2.4
COc1ccc(S(=O)(=O)NCCSCc2ccco2)cc1OC	0.2	-2.1	4.0	-5.3	1.6	1.2	8.8	2.3	-0.6
COc1ccc(NC2=NCC(=O)N2c2ccccc2)c(OC)c1	0.5	4.8	-0.4	-4.4	10.8	-2.3	-22.0	-3.8	6.1
O=C(O)c1ccccc1COc1ccccc1Cl	3.9	6.7	-1.4	-2.0	-8.9	-14.6	41.4	-1.2	-1.3
COc1ccc(Cc2nnc(SCC(=O)c3ccccc3)o2)cc1	1.6	9.2	-9.3	-16.0	-50.1	-2.7	-12.5	-4.7	-0.2
CC(C)OC(=O)C1C(=O)CC(C)(O)C(C(=O)OC(C)C)C1c1ccc(F)cc1 (stereo not given)	4.9	7.9	1.8	-0.9	-3.1	-10.8	11.3	-1.3	0.7
C=CCc1cc(C=O)cc(OC)c1OCc1ccc(C(=O)O)cc1	1.0	9.7	-12.3	2.7	-10.0	-34.6	-4.1	2.6	-0.5
CCCN1CCN(c2ccc([N+](=O)[O-])cc2C#N)CC1	7.9	9.8	5.9	-5.7	7.6	-6.3	12.1	2.4	3.3
CCSc1nnc(NC(NC(C)=O)(C(F)(F)F)C(F)(F)F)s1	1.4	2.6	4.1	16.8	15.9	-10.9	9.0	-2.1	-0.2
O=C(N/N=C/C1=Cc2ccccc2OC1)c1ccncc1	-4.4	.	6.6	-5.4	11.9	-6.5	3.1	2.3	0.3
Cc1nc(-c2ccccc2O)n(S(=O)(=O)N(C)C)n1	6.2	-1.6	-17.8	-5.8	-19.2	-10.5	6.0	3.0	0.7
COc1cccc(Oc2nccc(N(C)C)c2C#N)c1	7.8	-3.3	7.0	-7.9	-1.8	-7.5	20.9	1.8	-0.1
Cc1ccc(NC(=O)C(=O)NCC2CCCO2)cc1C (stereo not given)	2.4	-1.3	-6.3	-2.6	1.4	5.7	-13.2	-2.3	-0.2
CCN(CC)CCNC(=O)c1nn(-c2ccc(C)cc2)c(=O)c2c1c1ccccc1n2C	7.6	6.8	-11.9	2.4	-12.9	-14.4	12.4	-0.1	-0.3
Cc1ccccc1CN1C(=O)CSc2ccc(C(=O)N3CCOCC3)cc21	12.3	-1.1	-13.3	-6.1	14.0	-7.3	39.8	33.0*	0.4
Clc1cccc(Cl)c1NC1=NCCN1	-3.8	-3.5	17.9	-6.0	-4.9	-18.3	18.4&-15.3	0.3	0.5
COc1ccc2cc(-c3[nH]ncc3CNCCn3nc(C)cc3C)ccc2c1	6.5	2.5	-15.5	-7.5	-0.8	-11.8	-5.9	0.8	0.4
CCOC(=O)c1cnc(SCC(=O)N2CCN(c3ccccc3)CC2)nc1N	1.6	3.3	2.9	-9.4	-15.2	-11.6	-2.1	-1.8	-1.3
CC1CC(=O)Nc2ccccc2N1S(=O)(=O)c1ccccc1 (stereo not given)	6.1	1.2	-15.9	-4.0	-2.4	1.8	1.7	0.4	1.9
O=C(CCC(=O)Nc1ccccc1)NNC(=O)C(c1ccccc1)c1ccccc1	3.6	-0.2	-10.6	10.6	15.2	2.9	-17.5	-2.5	2.2
Cc1ccc(-c2nc(C=Nc3ccccc3)c(O)o2)cc1	5.3	11.3	12.0	-11.3	-14.2	.	-11.8	2.9	-1.1
COc1ccc2cc(C)c(SCC(=O)Nc3cc(C)on3)nc2c1	0.5	-8.6	1.4	3.5	-17.8	-3.4	84.2*	-1.6	-0.2
CCOC(=O)c1ccc(NC(=O)CSc2nnc(Cn3c(=O)sc4ccccc43)n2C)cc1	2.4	-1.2	-12.2	-4.3	7.8	+	41.1	0.8	2.4
CC(=O)Nc1ccc(N2CCN(C(=O)c3cccs3)CC2)cc1	4.9	-4.3	3.2	-8.6	1.5	-11.8	-24.2	0.9	-1.6
O=C1CCC(N2C(=O)c3ccccc3C2=O)C(=O)N1 (stereo not given)	1.4	-0.8	-6.1	9.8	5.9	0.8	-8.3&15.4	-3.5	-1.5
Cc1ccc(OCC(=O)Nc2ccc(F)cc2)cc1C	4.4	0.0	-26.1	-2.3	-37.5	5.9	4.3	-1.5	0.7
O=C(CC(Cc1ccccc1)c1ccco1)NCc1ccco1 (stereo not given)	-1.4	.	-6.1	7.0	15.9	-11.3	21.6	-0.4	0.4

# Part of the list above, with values under each structure.
# Below each SMILES: BaF3 parental	NPY Y1 blocker	S1P4 antagonist	NPY-Y2 PAM-ag	NPY-Y1 PAM-ag	NCF1 inh	CHOP inhibitor	Ba/F3 V617F tox	S1P4 agonist
- O=C(N/N=C/C1=Cc2ccccc2OC1)c1ccncc1
→ -4.4	.	6.6	-5.4	11.9	-6.5	3.1	2.3	0.3
- Cc1nc(-c2ccccc2O)n(S(=O)(=O)N(C)C)n1
→ 6.2	-1.6	-17.8	-5.8	-19.2	-10.5	6.0	3.0	0.7

# Next section:
molecule	BaF3 parental	NPY Y1 blocker	S1P4 antagonist	NPY-Y2 PAM-ag	NPY-Y1 PAM-ag	NCF1 inh	CHOP inhibitor	Ba/F3 V617F tox	S1P4 agonist
C=CCn1c(CCSCc2ccc(OC)c(C)c2)n[nH]c1=S	3.7	5.9	-14.6	-1.5	-6.8	-7.7	2.6	-0.3	2.0
C=C(C(=O)c1ccccc1)C(CC(=O)c1ccccc1)c1ccccc1 (stereo not given)	5.3	6.7	1.9	1.1	-0.1	-7.1	-31.2	-0.6	0.4
CC1CCN(CCCCOc2ccccc2[N+](=O)[O-])CC1	6.4	5.9	-7.4	-0.9	1.4	0.8	-0.4	-0.2	2.3
Cc1sc(-c2ccccn2)nc1OC(=O)c1ccc(Cl)c(Cl)c1	-0.9	5.4	-9.5	3.2	-1.6	-17.2	43.1	-4.5	1.0
CCOc1ccc(S(=O)(=O)NCc2ccccc2)cc1C(N)=O	7.8	0.0	0.1	-4.1	0.1	-7.9	6.7	4.3	11.2*
O=CN1CCCN(Cc2nc(-c3cccc(Cl)c3)no2)CC1	4.8	-1.6	0.0	-8.7	-1.0	-1.1	6.5	2.9	0.1
O=c1c2cc(NC(=S)NCc3ccccn3)ccc2nc2n1CCCCC2	-0.3	-3.7	-10.6	-0.7	-0.8	-5.8	-10.7	-1.7	-1.1
CC(C)(C)NC(=O)Cn1nc(C(F)(F)F)c2c1CCCC2	5.3	6.5	-14.4	3.0	5.5	-4.4	47.2	-1.6	-0.2
O=C(NCc1cccnc1)C1c2ccccc2C(=O)N1Cc1ccccc1 (stereo not given)	1.0	-1.8	-27.7	1.3	2.7	-17.1	19.9	-3.0	0.0
Cc1ccc(C(=O)NNC(=O)c2ccc3ncccc3c2)cc1	-2.6	-2.2	-2.5	-5.9	16.2	32.9*	12.2	-3.2	-0.6
CCOC(=O)CSc1nc(N)c(C(=O)Nc2ccc(N(C)C)cc2)s1	1.0	4.4	-2.5	12.7	22.6	6.8	-13.9	-1.3	-0.1
CC(=O)c1csc(COc2cc(Cl)cc(Cl)c2)n1	1.6	.	5.4	-6.8	-15.0	-10.2	12.1	-1.6	1.1
O=C(NCc1ccc(Cl)cc1Cl)c1ccccn1	5.8	3.8	10.3	4.9	-15.7	-10.1	35.7	0.6	1.3
CC(=O)NC1=NN(C(C)=O)C(C)(c2ccco2)S1 (stereo not given)	7.8	5.2	-3.3	14.9	21.1	-7.0	9.3	-0.5	2.6
N=c1ccn(Cc2ccc([N+](=O)[O-])cc2)cc1	3.3	.	17.8	-11.7	3.3	10.5	12.8	8.6	1.6
Cc1noc(NS(=O)(=O)c2ccc(NC(=O)CSc3nnc(-c4ccccc4)n3C3CCCCC3)cc2)c1C	1.6	-1.0	-5.4	5.1	7.3	-1.4	15.6	-0.1	-0.5
O=C(CSc1nc2ccccc2c(=O)n1-c1ccc(F)cc1)NCc1ccco1	3.2	7.5	-0.1	-18.3	-23.3	-12.1	-0.5	1.2	-0.3
Cc1ccc(-n2c(CNc3ccc(F)cc3)nnc2SCC(N)=O)cc1	1.5	0.8	-30.9	-9.5	2.0	-17.5	25.6	2.6	0.6
CCOC(=O)N1CCN(CC(O)COc2ccccc2C(C)C)CC1 (stereo not given)	5.3	-10.4	-3.6	58.8*	79.0*	-0.4	8.8	1.5	0.0
O=C(Nc1ccccc1)N1CCC(c2nc(-c3ccc(S(=O)(=O)N4CCOCC4)cc3)no2)CC1	9.1	-4.1	-6.8	-11.1	6.1	-5.1	.	-4.0	-0.8
Cc1ccc(OC(C)C(=O)N(Cc2cccs2)C2CCS(=O)(=O)C2)cc1C (stereo not given)	-6.7	.	-10.7	-8.3	30.1	-1.2	18.9	-2.8	0.9
Cc1ccc(N2C(=O)C(NC(=O)c3ccccc3F)(C(F)(F)F)C3=C2CC(C)(C)CC3=O)cc1 (stereo not given)	4.0	7.4	-8.7	-0.9	-12.2	-0.5	6.1	-2.6	-2.9
CCN(C(=O)COC(=O)c1ccc(Cl)c(N)c1)C1CCS(=O)(=O)C1 (stereo not given)	6.5	-1.3	-11.9	-3.6	-9.5	-9.6	-16.9	-0.9	0.5
